Screens deposited in PubChem by several laboratories.
IEC-6 cytotox: kills IEC-6 intestinal cells in KLF5 counter-screen | IEC-6 cytotoxicity, luminescence viability | 290,000 tested, 0.78% active | inhibition, % at 5 µM; in the data active = inhibition above about 22%;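 also: 0% = plate median of test compound wells and 100% = cytotoxic reference compound wells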
HSF1 inh: HSF1 inhibition | 300,000 tested, 0.77% active | activity change, negative = inhibition, % at 7.5 µM (by protocol) | NIH3T3-HGL HSE-luciferase, MG132-induced, luminescence 8 h; hits give low values;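 active = more than half of replicate wells show activity change below -50%, luminescence cut by over half; inconclusive = some wells, but at most half, below -50%; inactive = no replicate well below -50%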;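 also: luciferase reports HSF-1 transcriptional activity via heat shock element; 0% = median of DMSO wells and -100% = zero luminescence signal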
HIF activator: HIF pathway transcriptional activation; 300,000 tested, 0.32% active; U2OS HRE-luciferase reporter, luminescence; normalized: DMSO 0%, desferrioxamine 100%; activation, % at 7.5 µM (by protocol);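 active = mean activation of at least 10% of the iron chelator positive control signal, with at least half of replicates also reaching 10%; inconclusive = mean and replicate majority disagree about reaching 10%; inactive = mean and most replicates under 10%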
GSK3beta inhib: human GSK3beta kinase inhibition. P49841. GST-GSK3beta kinase, ADP-Glo luminescence, 60 min; hits give low values. activity score (negative = inhibition), % at 10 µM. 300,000 tested, 0.038% active. AID 2097;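 active = more than half of replicate wells score below -50%, meaning over 50% inhibition versus plate controls; inconclusive = some replicates but at most half score below -50%; inactive = no replicate scores below -50%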;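 also: 0% = median DMSO wells and -100% = median GW8510 positive control wells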
Target sequence (P49841 whole entry, looked up): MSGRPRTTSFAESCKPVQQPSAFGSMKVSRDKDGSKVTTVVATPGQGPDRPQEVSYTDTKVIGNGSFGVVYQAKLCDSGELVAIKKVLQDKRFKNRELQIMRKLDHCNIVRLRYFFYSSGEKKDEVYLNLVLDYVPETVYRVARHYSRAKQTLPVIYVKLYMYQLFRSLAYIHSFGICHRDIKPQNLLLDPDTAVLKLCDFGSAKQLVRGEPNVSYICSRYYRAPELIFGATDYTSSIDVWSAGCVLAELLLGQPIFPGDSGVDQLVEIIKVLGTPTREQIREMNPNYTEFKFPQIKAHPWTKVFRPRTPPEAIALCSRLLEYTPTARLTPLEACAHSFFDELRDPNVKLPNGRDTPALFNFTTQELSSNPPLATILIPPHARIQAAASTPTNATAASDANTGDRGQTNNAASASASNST
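Assay system: GST-fused GSK3beta enzyme, cell-free / Medium: Tris pH 7.5 buffer with MgCl2, DTT, BSA, heparin / Also added: peptide substrate plus 25 µM ATP (final) / Compound: 10 µM single point / Timing: kinase reaction with compound 60 min at room temperature / Detection: ADP-Glo luminescence / Benchmarks: DMSO neutral wells and GW8510 at 20 µM as positive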
HSF1 activator: increases HSF-1 driven luciferase reporter signal; NIH3T3-HGL HSF-1 luciferase reporter, MG132, 8 h; 100% = twice DMSO control signal; activation, % at 9 µM; 300,000 tested, 1.7% active; AID 504408;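 active = mean replicate activation of at least 50% with a set share of replicates each reaching 50%; inconclusive = only one of those two conditions met; inactive = mean below 50% and too few replicates reaching it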;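 also: 0% = median of the neutral control wells and 100% = twice that signal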
GSK3 alpha inh: inhibitors of human GSK-3 alpha kinase; ADP-Glo luminescence, 60 min; inhibition, % at 10 µM; 320,000 tested, 0.1% active;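 in the data active = inhibition above about 50%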;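 also: GST-tagged GSK-3 alpha with peptide substrate and 25 µM ATP; 0% = DMSO neutral wells and 100% = GW8510 positive control wells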
Target sequence (P49840 whole entry, looked up): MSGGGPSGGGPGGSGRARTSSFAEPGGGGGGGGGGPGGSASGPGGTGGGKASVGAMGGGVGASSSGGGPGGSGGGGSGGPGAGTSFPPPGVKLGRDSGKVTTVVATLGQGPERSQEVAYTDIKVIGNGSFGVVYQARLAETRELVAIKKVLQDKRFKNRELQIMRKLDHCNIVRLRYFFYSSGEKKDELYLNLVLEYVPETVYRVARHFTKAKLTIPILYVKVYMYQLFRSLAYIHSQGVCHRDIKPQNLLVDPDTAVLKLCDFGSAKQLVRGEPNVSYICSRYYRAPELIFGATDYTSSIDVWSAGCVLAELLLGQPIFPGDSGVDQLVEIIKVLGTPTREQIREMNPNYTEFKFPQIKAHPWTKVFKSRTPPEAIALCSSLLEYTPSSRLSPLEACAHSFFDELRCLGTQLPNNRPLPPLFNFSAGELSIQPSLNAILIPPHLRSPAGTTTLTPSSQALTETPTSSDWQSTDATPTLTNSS
AI-2 QS modul: modulates the Vibrio harveyi AI-2 quorum sensing system; Vibrio harveyi JMH597 AI-2 luminescence/OD600 ratio, 9 h; hits give low values; strain lacks LuxN and CqsS sensors; 0 = neutral-control median; activity change, % at 7.5 µM; 300,000 tested, 0.4% active; in the data active = activity change below about -75%, passing the limit was not always enough; inconclusive = no clear call, values can overlap the other calls;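 also: luminescence divided by OD600 gain over 9 h not by final OD600 alone; inactives centre near 13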
HSP90 inh: HSP90 refolding inhibition in rabbit reticulocyte lysate. luciferase refolding luminescence, 3 h. 290,000 tested, 0.91% active. inhibition, % at 5.6 µM;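 active = inhibition above the screen-wide mean plus 3 SD, computed separately per campaign, cut at about 16% in these data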;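 also: 0% = DMSO wells and 100% = 60 µM geldanamycin wells; inhibitors lower the luminescence because luciferase stays unfolded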
aSyn 5UTR inh: MLPCN primary screen, SNCA 5' untranslated region | alpha-synuclein 5'UTR reporter, inhibitor activity | inhibition, % (tested at 7.5 µM) | 300,000 tested, 0.82% active | AID 1813; in the data active = inhibition above about 60%; inconclusive = no clear call, values can overlap the other calls;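 also: H4 neuroglioblastoma cells stably carrying SNCA 5'UTR luciferase fusion; 0% = DMSO wells and 100% = positive control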
KLF5 inh: inhibitors of KLF5 expression; DLD-1 KLF5 promoter-luciferase reporter, luminescence; inhibition, % at 5 µM; 290,000 tested, 0.23% active; AID 1700;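 active = inhibition above a per-plate limit of that plate's mean compound inhibition plus 3 SD, cut at about 60% in these data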;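 also: 0% = DMSO wells and 100% = LY294002 at 200 µM; higher means less KLF5 promoter-driven luciferase light; inactives centre near -14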
Numbers without * were called inactive; ? = inconclusive; · = no result given.

| Molecule | IEC-6 cytotox | HSF1 inh | HIF activator | GSK3beta inhib | HSF1 activator | GSK3 alpha inh | AI-2 QS modul | HSP90 inh | aSyn 5UTR inh | KLF5 inh |
| --- | --- | --- | --- | --- | --- | --- | --- | --- | --- | --- |
| COc1ccc(C2CC(C(F)(F)F)n3nc(C(=O)NCCN4CCOCC4)cc3N2)cc1 (stereo unspecified) | -4.4 | -2.9 | 0.2 | -1.2 | -7.2 | -1.7 | 9.6 | -4.3 | 12.0 | -13.7 |
| CN1C2CCC1/C(=C\c1ccccc1)C(=O)/C2=C\c1ccccc1 | -4.8 | 23.5 | 1.5 | -1.8 | 34.6 | -2.2 | -8.9 | 5.0 | -185.1 | -9.2 |
| Cc1ccc(-c2noc(C3CCN(C(=O)Nc4ccc(C#N)cc4)CC3)n2)o1 | 4.2 | -4.4 | 0.1 | -2.1 | -4.4 | -2.2 | 23.3 | -2.9 | -18.9 | -40.2 |
| COc1ccc(N2C(=O)CC(N3CCOCC3)C2=O)cc1 (stereo unspecified) | -1.9 | -3.4 | 0.2 | 3.4 | -4.7 | -3.3 | 41.7 | 3.6 | -1.6 | -9.9 |
| CC1CCN(C(=O)c2ccc(N3C(=O)C4CCC(C)CC4C3=O)cc2)CC1 (stereo unspecified) | 3.1 | 1.5 | -0.3 | -0.4 | -3.2 | 1.6 | 5.2 | -0.4 | 5.9 | -1.9 |
| O=C1C2C3C=CC([C@@H]2C(=O)N1C1CC1)[C@H]1C(=O)N(C2CC2)C(=O)C31 (stereo partly specified) | 0.4 | -2.2 | 0.1 | -2.4 | 18.7 | -2.0 | 1.9 | 0.9 | 11.3 | -0.6 |
| Cc1ccc(Cc2c[nH]c(=S)s2)cc1 | -5.4 | -11.7 | -0.6 | 0.3 | 2.4 | 0.4 | -88.9* | 3.8 | -11.8 | -15.0 |
| CCOc1ccc(NC(=O)COc2ccccc2)c([N+](=O)[O-])c1 | 0.6 | 29.0 | ? | 4.8 | 40.2 | 0.4 | 12.5 | -2.2 | -217.6 | -35.4 |
| COc1ccc(CC(=O)NCc2ccc(-n3cccc3)cc2)cc1OC | 75.6* | -5.3 | 0.8 | 2.5 | -19.1 | -2.2 | 12.4 | 2.9 | 63.9* | 70.9* |
| CCC1Oc2ccccc2N(Cc2ccccc2C)C1=O (stereo unspecified) | 9.1 | 7.1 | 1.3 | -4.4 | -7.3 | -6.7 | 7.3 | 1.4 | 22.4 | -1.1 |
| CCC(C)NC(=O)C(Cc1ccccc1)n1cccc1 (stereo unspecified) | -2.2 | -2.3 | -0.2 | -1.0 | 2.5 | -1.6 | 12.3 | 2.5 | 25.9 | 19.1 |
| CC(CCc1ccccc1)NC(=O)CN1C(=O)NC2(CCCCC2)C1=O (stereo unspecified) | 0.4 | 0.5 | -0.9 | -1.5 | -3.5 | -2.6 | 4.6 | 0.0 | 13.4 | -0.6 |
| COc1ccc(OC)c(NC(=O)C2CCN(S(=O)(=O)c3c(C)noc3C)CC2)c1 | -7.9 | 0.7 | 0.3 | · | -6.1 | 0.2 | · | 0.2 | 4.0 | -28.4 |
| Fc1cccc(Cc2noc(CN3CCN(c4cnccn4)CC3)n2)c1 | 3.9 | -7.1 | -0.2 | 2.4 | -3.0 | 3.3 | -18.9 | -2.9 | 11.6 | -23.9 |
| Cc1ccc(S(=O)(=O)N2CCN(C(C)C(=O)Nc3ccccc3-c3ccccc3)CC2)cc1 (stereo unspecified) | -3.6 | -2.2 | -0.6 | 2.7 | 7.8 | -1.4 | 18.9 | -2.8 | 14.4 | -12.0 |
| CN1C(=O)NC(NC(=O)c2cccs2)(C(F)(F)F)C1=O (stereo unspecified) | -1.7 | -0.9 | 0.1 | 2.7 | 5.1 | -4.3 | 22.5 | -1.4 | 20.1 | 1.9 |
| Cc1ccc(C2=NNC(c3cccc(F)c3)S2)cc1 (stereo unspecified) | 5.1 | · | · | 1.2 | · | -2.2 | 7.3 | 4.6 | · | -103.2 |
| C=CCOc1ccc(C2OC34CCCCC3C(C#N)(C#N)C2(C#N)C(=N)O4)cc1 (stereo unspecified) | -3.6 | -3.1 | -1.4 | -1.4 | 19.5 | 5.3 | 44.9 | 0.9 | -25.9 | -22.2 |
| OC(CN1CCOCC1)(c1ccccc1)c1ccccn1 (stereo unspecified) | -4.6 | 5.0 | -12.9 | -0.6 | 19.6 | -0.3 | 25.2 | -0.4 | -1.6 | -7.4 |
| c1ccc(Nc2cc(-c3ccccc3)nc3ncnn23)cc1 | -5.5 | 0.8 | -0.5 | -0.8 | 1.4 | 2.7 | 8.8 | 0.3 | 28.4 | -13.6 |
| COc1cc(NC(=O)CSCc2ccccc2)c(C(=O)O)cc1OC | 3.0 | 2.7 | 0.9 | 0.1 | -3.0 | -4.9 | -2.7 | 3.8 | 5.3 | -10.5 |
| CC(C)(C)c1ccccc1NC(=O)c1cccnc1 | -0.9 | 0.5 | -0.4 | -2.0 | 13.2 | -0.9 | 38.3 | 5.4 | 4.3 | -18.8 |
| COc1ccc(NC(=S)Nn2cnnc2)c(OC)c1 | -0.9 | · | · | -2.8 | · | · | 30.2 | -2.1 | · | -25.4 |
| CCCCCCNCc1ccc(Br)cc1 | 4.1 | -3.0 | · | 0.8 | 4.9 | -0.8 | 17.1 | 4.6 | 11.8 | -29.0 |
| CC(C)c1ccccc1NC(=O)c1ccco1 | -5.7 | 4.7 | · | 3.9 | 1.0 | -3.2 | 1.0 | -0.8 | -49.4 | 23.6 |
| N#Cc1ccccc1S(=O)(=O)N1CCN(C(=O)CN2C(=O)NC3(CCCC3)C2=O)CC1 | · | 5.3 | -0.2 | 1.4 | -9.5 | -0.5 | 23.6 | · | -13.5 | · |
| CCN(CC)CCCNC(=O)C(C)n1c2ccccc2c2nc(=O)cc(C)n21 (stereo unspecified) | -5.8 | -2.8 | -0.1 | 0.2 | 2.3 | -2.7 | 13.8 | -0.2 | 5.0 | -18.0 |
| CCN1CCN(c2cc(C)c3cc(NC(=O)c4cccc(OC)c4)ccc3n2)CC1 | 2.5 | 17.9 | 1.6 | -3.6 | 23.9 | 0.3 | 7.6 | 1.6 | -124.4 | -25.2 |
| CCOC(=O)COc1cccc2c(=O)n(CC(=O)NCc3ccc4c(c3)OCO4)ccc12 | 0.9 | 6.8 | 0.9 | 0.0 | -3.5 | -0.3 | 17.6 | -3.1 | 1.1 | -17.1 |
| Cc1ccc(-c2csc(NC(=O)CN3CCC(C(N)=O)CC3)n2)cc1 | -1.1 | -0.8 | -8.6 | 1.8 | 10.6 | -1.7 | 34.6 | -0.6 | 19.9 | 0.1 |
| CCN1CCCC1CN(Cc1cc2ccc(C)cc2[nH]c1=O)C(=S)Nc1ccccc1OC (stereo unspecified) | -1.0 | -0.3 | -0.3 | -10.4 | -10.4 | -1.0 | 9.3 | -2.8 | 32.5 | -14.8 |
| CCN(CC(=O)Nc1ccc(NC(C)=O)cc1)C(=O)/C=C/c1ccc(S(=O)(=O)N2CCCCCC2)cc1 | -0.1 | -2.5 | -1.2 | 1.3 | -8.1 | 0.6 | 11.9 | -3.7 | 10.1 | -40.6 |
| CS(=O)(=O)N1CCN(c2ccc(NC(=S)NC(=O)c3cccs3)cc2)CC1 | -3.7 | 3.7 | 1.9 | 0.9 | 8.8 | 1.5 | 15.5 | -2.8 | -30.4 | -30.6 |
| CC(C)NC(=S)N/N=C/c1ccc2c(c1)OCCO2 | 6.6 | -5.0 | 1.7 | 1.8 | -2.3 | 0.6 | 26.3 | 4.3 | -51.7 | -19.6 |
| CCOC(=O)c1ccccc1NC(=O)Cc1ccccc1OC | -1.0 | -1.5 | -0.2 | 3.0 | 19.1 | -1.3 | 2.7 | -3.5 | 10.4 | -22.7 |
| Cn1c(=O)[nH]c(=O)c2c1nc1n2CCCS1 | -0.4 | 5.9 | -0.2 | -25.6 | -1.1 | -1.0 | 8.1 | -0.8 | -4.3 | -23.6 |
| COc1ccc(CNC(=O)c2cc(-c3cccs3)on2)cc1 | -3.9 | 14.5 | 0.4 | -1.8 | 6.1 | · | -56.5 | -4.5 | -8.8 | -20.0 |
| O=C(c1cnn2c(C(F)(F)F)cc(-c3cccs3)nc12)N1CCOCC1 | -12.6 | -3.6 | 0.1 | 0.5 | 0.9 | -1.4 | 14.0 | 1.4 | 6.7 | 2.5 |
| COc1ccc(CNC(=O)Cc2c[nH]c3ccccc23)cc1OC | -3.8 | 0.9 | -0.3 | 3.5 | 19.9 | -0.7 | 12.7 | -3.1 | 14.5 | -28.2 |
| COc1ccc(NC(=O)CSCC(=O)N2c3ccccc3CCc3ccccc32)cc1 | 4.1 | -2.1 | -0.5 | -3.6 | 31.3 | -0.5 | 9.9 | 2.4 | 3.8 | -24.5 |
| O=C(NCc1ccc(-c2csnn2)cc1)C1CC1 | 0.1 | 1.6 | 0.2 | -1.4 | -11.3 | -0.1 | 10.0 | -1.5 | -1.1 | 12.8 |
| O=C1CCCC2=C1C(c1ccc(O)cc1)c1c(ccc3ccccc13)N2 (stereo unspecified) | 0.5 | -2.8 | -1.1 | -5.8 | -6.7 | 2.0 | 8.2 | -1.4 | 23.4 | -23.9 |
| Cc1ccc(C(=O)OCC(=O)Nc2cc(C(C)(C)C)nn2-c2ccccc2)c(O)c1 | · | -4.9 | -0.3 | -0.1 | -4.4 | -1.0 | 26.1 | · | 2.5 | · |
| CCOC(=O)c1cnc2ccccc2c1NCCO | -6.5 | -1.9 | 0.0 | 0.2 | 6.5 | -0.7 | 6.8 | 0.1 | 0.0 | 3.9 |
| Cc1ccc(-c2nnc3cccc(Cl)n23)cc1 | 5.7 | -21.3 | -0.3 | 2.3 | -24.9 | 0.8 | 9.2 | -0.5 | 6.4 | -3.9 |
| CCOC(=O)c1ccc(NC(=O)COc2ccc(S(=O)(=O)NC(C)(C)C)cc2)cc1 | -0.9 | -2.3 | 0.0 | 2.3 | -2.6 | -2.3 | 7.7 | 0.6 | -5.5 | -15.6 |
| Cc1ccc(C)n1-n1cnc2sc3c(c2c1=O)CCC3 | 0.1 | -2.3 | · | -0.2 | 1.3 | 0.7 | 11.3 | 2.1 | 25.5 | 1.6 |
| O=C(CCN1C(=O)S/C(=C\c2ccccc2)C1=O)Nc1ccc(O)cc1C(=O)O | -7.3 | -6.8 | -0.5 | -3.1 | 0.5 | -2.8 | 24.9 | -0.5 | -17.7 | -12.4 |
| Cc1cc(NC(=O)c2cnn3cccnc23)no1 | -3.3 | 8.8 | 0.8 | -1.9 | 36.2 | -1.6 | 12.8 | -3.0 | -83.2 | -32.9 |
| Cc1cccc(C)c1NC(=S)N/N=C/c1ccccc1C(=O)O | -4.1 | 3.5 | -0.1 | 0.9 | 0.3 | -1.1 | 12.0 | -0.3 | 10.3 | 5.6 |
| CC(C)(C)n1nnnc1C(c1ccc(F)cc1)N1CCN(Cc2ccc3c(c2)OCO3)CC1 (stereo unspecified) | 0.1 | 0.3 | -0.4 | 1.6 | -4.9 | -0.9 | 16.0 | -0.4 | 8.8 | -3.2 |

Compounds as they come; overall some 4.7% were active at least once.
